Bioassay records as filed in PubChem.
GPR151 ag = human GPR151 activation. PathHunter beta-arrestin GPR151 cells, luminescence. activation, % at 11.2 µM. hit rate 1% among 650,000; in the data active = activation above about 4.9%;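 note: 0% = median of compound wells and 100% = cells with positive control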
Target sequence (Q8TDV0 whole entry, looked up): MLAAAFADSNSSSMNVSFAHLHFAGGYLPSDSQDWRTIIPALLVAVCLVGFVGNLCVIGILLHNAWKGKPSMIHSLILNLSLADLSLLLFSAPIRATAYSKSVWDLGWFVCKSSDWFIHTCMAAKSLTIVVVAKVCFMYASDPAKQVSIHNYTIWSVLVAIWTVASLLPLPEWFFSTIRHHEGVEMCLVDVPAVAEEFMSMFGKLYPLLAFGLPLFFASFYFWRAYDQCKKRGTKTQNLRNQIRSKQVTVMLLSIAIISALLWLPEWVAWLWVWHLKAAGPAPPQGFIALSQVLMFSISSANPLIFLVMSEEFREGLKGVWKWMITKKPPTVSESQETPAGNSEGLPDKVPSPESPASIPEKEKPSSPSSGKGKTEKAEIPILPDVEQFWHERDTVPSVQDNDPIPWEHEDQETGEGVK
TEAD-YAP block = TEAD-YAP interaction inhibition; hit rate 1.4% among 640,000; HEK-TIYL cells, TEAD-Gal4/YAP UAS-luciferase luminescence; AID 1259422; inhibition, % at 9.12 µM; in the data active = inhibition above about 32%;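 note: 0% = median of test compound wells and 100% = reference inhibitor wells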
FBW7 activator = human FBW7 E3 ligase activation, primary screen. Q969H0. AlphaScreen FBW7–phospho-cyclin E peptide binding, activator screen. normalized activity (activation), % at 26.1 µM. hit rate 0.13% among 650,000. AID 1259310; in the data active = normalized activity above about 1.9%;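 note: purified mutant Fbw7 with reduced substrate affinity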
MITF inh = inhibitors of human MITF; O75030; AlphaScreen MITF homodimerization, bead proximity signal; inhibition, % at 2.6 µM; hit rate 0.91% among 650,000; in the data active = inhibition above about 50%;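 note: 0% = vehicle wells with protein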
Target sequence (O75030 whole entry, looked up): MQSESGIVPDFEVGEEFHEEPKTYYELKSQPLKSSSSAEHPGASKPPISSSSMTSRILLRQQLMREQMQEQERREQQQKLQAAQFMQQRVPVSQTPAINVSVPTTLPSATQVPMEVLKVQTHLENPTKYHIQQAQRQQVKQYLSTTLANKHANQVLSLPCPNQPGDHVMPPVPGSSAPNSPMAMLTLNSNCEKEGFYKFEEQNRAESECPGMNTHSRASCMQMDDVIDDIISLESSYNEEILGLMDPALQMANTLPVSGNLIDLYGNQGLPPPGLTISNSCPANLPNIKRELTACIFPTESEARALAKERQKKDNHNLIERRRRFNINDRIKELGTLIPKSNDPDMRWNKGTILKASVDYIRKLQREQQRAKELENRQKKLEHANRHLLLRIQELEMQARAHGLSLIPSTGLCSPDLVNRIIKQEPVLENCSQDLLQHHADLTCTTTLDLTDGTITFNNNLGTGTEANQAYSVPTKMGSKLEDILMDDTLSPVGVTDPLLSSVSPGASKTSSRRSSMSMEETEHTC
* = called active by the depositor.

SMILES	GPR151 ag	TEAD-YAP block	FBW7 activator	MITF inh
COc1ccc(C(CC(=O)Nc2cc(OC)ccc2OC)N2Cc3ccccc3C2=O)cc1 (configuration not stated)	0.2	-1	0.0	-7
CC(C)Sc1cccc(C(=O)Nc2nnc(-c3ccnn3C(C)C)o2)c1	-0.4	3	-0.3	26
CCOc1ccc(N(C(=O)c2ccccc2C)c2nc(-c3ccc(OC)cc3)c(-c3ccccc3)s2)cc1	0.6	1	-0.2	-3
COc1ccc(Cl)cc1NC(=O)Cn1nnc(-c2ccc(C)cc2-n2cnnn2)n1	-0.5	-4	0.0	-1
O=C(NC1=C(N2CCCCCC2)C(=O)c2ccccc2C1=O)c1cccs1	2.3	-1	-0.1	1
O=[N+]([O-])c1ccc(/C=N/Nc2ccc(C(F)(F)F)cc2[N+](=O)[O-])o1	0.3	1	0.0	11
CCN(CC)CCn1c(NCc2ccncc2)nc2ccccc21	-1.2	-3	0.4	6
COC(=O)CSCc1nc2ccccc2c(=O)[nH]1	-0.5	1	0.1	11
CCc1ccc(OCC(O)CN2CCN(Cc3ccccc3)CC2)cc1 (configuration not stated)	-0.7	11	0.0	10
O=S(=O)(Cc1cccc(F)c1)NCC1(CO)CC1	-0.2	-5	0.0	7
CC1CCCCN1C(=O)Cn1nc2c3c4c(sc3ncn2c1=O)CCCC4 (configuration not stated)	-0.1	0	0.5	-3
Cc1csc(NC(=O)NC2CC(=O)N(c3ccccc3)C2)n1 (configuration not stated)	1.0	1	0.0	7
Cc1cc(I)ccc1NC(=O)CN1C(=O)c2ccccc2C1=O	-1.0	24	0.2	9
CC(C)(C)C(=O)NC1(C(F)(F)F)NC(=O)N(CCc2ccccc2)C1=O (configuration not stated)	-0.2	-3	0.0	4
NNC(=O)CCN1CCOCC1	0.5	1	0.0	-19
O=C(O)C1C2CCC(O2)C1C(=O)NCc1ccccc1Br (configuration not stated)	2.1	1	0.1	7
CC1CCCC(N2CCN(C(=O)c3ccc(F)cc3)CC2)C1 (configuration not stated)	1.3	2	0.0	43
COC(=O)CCC(=O)NC1CCCc2c1cnn2-c1ccc(F)cc1F (configuration not stated)	0.1	-1	-0.1	4
CCN(Cc1ccccc1)C(=O)Nc1ccc(-c2cn[nH]c2)cc1O[C@@H]1CCN(C)C1	1.8	-5	-0.2	10
Cc1ccc(-c2nc3cnccn3c2NC2CCCC2)cc1	-0.4	-11	0.3	9
COc1cccc(-c2cnn3ccc(Nc4ccc(OC)nc4)nc23)c1	0.7	5	0.6	-16
Cc1ncc([N+](=O)[O-])n1Cn1c([N+](=O)[O-])cnc1C	-1.0	-9	-0.3	-8
CC(C)CC(=O)Nc1cccc(NC(=O)c2ccccc2)c1	0.1	9	0.4	-4
O=C(CNS(=O)(=O)c1ccccc1)OCc1ccc([N+](=O)[O-])cc1Cl	-0.9	-3	0.1	4
CCn1ncc(C(=O)N2CCC3(CC2)Nc2ccccc2-n2cccc23)c1C	0.6	8	0.0	0
Cc1ccc(OCC(=O)Nc2ccc(N3CCOCC3)cc2)c(-n2nc3ccccc3n2)c1	1.1	-3	-0.1	4
CCC(C)NC(=O)Cn1ncc2c(Cl)cccc21 (configuration not stated)	-1.7	1	0.1	-2
Cc1ccc(C(=O)Nc2ccc3nc(N4CCN(C)CC4)sc3c2)cc1	2.4	-93	-0.2	-5
O=[N+]([O-])c1ccc(O)c(/C=N/Nc2ccccc2Cl)c1	-4.3	-39	-0.1	4
COc1ccccc1C1CC(=O)Nc2c1c(=O)n(C)c(=O)n2C (configuration not stated)	1.4	3	-0.1	9
CCCN(CCC(=O)Nc1ccc(F)cc1)CC1CC1	4.7	-24	0.0	1
COc1cc(/C=C2/NC(=O)N(CC(=O)Nc3cccc(C)c3)C2=O)ccc1OCC(N)=O	-0.9	10	0.2	2
O=C(Nc1cccc(N2CCC(NC3CCOCC3)CC2)c1)c1cccc(C(F)(F)F)c1	-0.9	-9	-0.1	-7
O=C1CCC(CCNCc2ccccn2)N1CCc1nc2ccc(Cl)cc2[nH]1 (configuration not stated)	0.9	5	-0.9	1
C=CCn1c(SCC(=C)C)nc2c(c1=O)C1(CCCCC1)Cc1ccccc1-2	-2.1	-4	-0.1	-8
CC[C@H](C)[C@@H]1NC(=O)[C@H]2CN(C(=O)Oc3ccc(F)cc3)CCN2C1=O	1.2	3	0.0	-7
Cc1cncc(NC2CCCc3ccc(-n4cc(NC(=O)Nc5ccccc5)cn4)cc32)c1 (configuration not stated)	2.0	10	-0.3	17
COC(=O)c1ccc(C(=O)OC)c(NC(=O)c2ccc(Cl)c([N+](=O)[O-])c2)c1	-0.3	6	-0.1	-33
O=[N+]([O-])c1ccc(Sc2c(-c3ccccc3)nc3ncccn23)cc1	0.2	12	-0.1	-4
O=C(OCc1csc(-c2ccccc2)n1)c1cccc([N+](=O)[O-])c1	0.3	1	0.0	2
COc1ccc(CCN2C(=O)CC(C(=O)Nc3cccc(C)c3)SC2=Nc2cccc(C(F)(F)F)c2)cc1 (configuration not stated)	3.1	-12	-0.1	10
COc1ccc(C(=O)NNC(=O)c2ccc(OC)c(OC)c2)c(OC)c1	0.9	-8	0.0	-8
CCCOc1ccc(NC(=O)CC2C(=O)N(c3ccc(C(=O)OCC)cc3)C(=S)N2CCCN2CCN(CC)CC2)cc1 (configuration not stated)	-0.8	8	-0.1	4
COc1ccc(NC(=O)c2cnn3c2NC(c2ccc(OC)c(OC)c2)CC3C(F)(F)F)cc1OC (configuration not stated)	-0.4	5	0.4	33
CCOc1ccc(/C=C2\SC(=O)N(CCN)C2=O)cc1OC	-0.3	-1	0.0	5
O=C(N=Nc1c(O)[nH]c2ccccc12)C(=O)Nc1ccccc1[N+](=O)[O-]	0.8	-2	0.0	-5
O=C(CN(C(=O)c1cccc([N+](=O)[O-])c1)N1C(=O)c2ccccc2C1=O)c1ccc(F)cc1	-0.5	-2	0.0	12
COc1cccc(CN(CCN(C)C)Cc2ccccc2)c1OC	-0.1	4	-0.1	52*
O=C(NC1(c2ccccc2)CCCC1)c1ccoc1CN1CCOCC1	-0.4	-8	0.2	4
CC(=O)Nc1nc(COc2ccc3ccccc3c2)cs1	-0.2	-52	-0.2	-4
O=C(Nc1ccc2[nH]ncc2c1)[C@H]1C[C@H](O)CN1C(=O)c1ccccc1	2.4	0	0.0	6
CCCCOc1ccccc1OCCNCCN(C)C	-0.6	14	0.0	-3
Cc1ccccc1NC(=O)CCCC(=O)OCC(F)(F)C(F)F	0.8	2	0.0	9
O=C(CCCn1c(=O)[nH]c2ccccc2c1=O)NCCc1ccccc1	0.2	4	0.1	1
COc1cc2nc(N3CCN(c4ccccn4)CC3)nc(Nc3ccc(NC(C)=O)cc3)c2cc1OC	-2.1	5	0.4	6
Cc1cc(NC(=O)C2=CC(c3ccc(F)cc3)=NS(=O)(=O)N2C)no1	-0.9	7	0.0	3
CCn1c(Cc2noc3ccccc23)n[nH]c1=S	0.4	11	0.1	8
O=C(O)CSc1nnc(-c2ccncc2)n1-c1ccc(Cl)cc1	2.5	1	0.0	4
O=C(NC1=NCCS1)c1cc(-c2cccnc2)nc2ccc(Cl)cc12	0.5	8	-0.1	-4
COC(=O)c1c(NC(=O)c2ccc(Cl)cc2Cl)sc2c1CCC(C)C2 (configuration not stated)	1.6	6	-0.1	20

Two compounds from above, limited to FBW7 activator and MITF inh:
| Compound | FBW7 activator | MITF inh |
| --- | --- | --- |
| O=C(Nc1ccc2[nH]ncc2c1)[C@H]1C[C@H](O)CN1C(=O)c1ccccc1 | 0.0 | 6 |
| CCCCOc1ccccc1OCCNCCN(C)C | 0.0 | -3 |

Profiles, looked up by structure.
CCCCOc1ccccc1OCCNCCN(C)C as listed: GPR151 ag: -0.6; TEAD-YAP block: 14; FBW7 activator: 0.0; MITF inh: -3
Cc1ccc(-c2nc3cnccn3c2NC2CCCC2)cc1 as listed: GPR151 ag: -0.4; TEAD-YAP block: -11; FBW7 activator: 0.3; MITF inh: 9
C=CCn1c(SCC(=C)C)nc2c(c1=O)C1(CCCCC1)Cc1ccccc1-2 as listed: GPR151 ag: -2.1; TEAD-YAP block: -4; FBW7 activator: -0.1; MITF inh: -8

(further entries)
SMILES	GPR151 ag	TEAD-YAP block	FBW7 activator	MITF inh
COC(=O)COc1cccc(/C=N/NC(=O)CCSc2ccccc2)c1	-0.3	-6	-0.1	5
O=[N+]([O-])c1ccc(S(=O)(=O)N2CCN(Cc3cccc(Cl)c3)CC2)cc1	-0.1	8	-0.2	64*
Cc1cc(-c2ccc(S(=O)(=O)NCCc3ccc(Cl)cc3)cc2)on1	-0.6	-1	0.0	-1
Cc1nc(Oc2ccccc2)cc(N2CCN(C(=O)C(C)C)CC2)n1	0.0	2	0.1	5
CCCOc1ccc(Cn2c(CO)nc3ccccc32)cc1	3.8	-8	0.1	8
C=CCN1C(=O)C(Cc2ccc(OCC)cc2)SC1=Nc1ccc(C(=O)O)cc1 (configuration not stated)	-0.5	-2	0.7	16
Cc1ccc(C(=O)c2ccc(C)c(N)c2)cc1N	1.5	-37	-0.2	3
CC(C)N1CCN(Cc2cccc(-c3ccco3)c2)CC1CCO (configuration not stated)	-1.3	-13	-0.2	-8
Cc1cccc(-n2c(SCC(N)=O)nnc2-c2ccco2)c1	0.2	1	0.1	1
O=C(Nc1ccc2[nH]ncc2c1)C1CCN(C(=O)[C@@H]2Cc3ccccc3CN2)C1 (some centres not stated)	0.4	4	-0.2	0
CC1=CC(C)(C)N2C(=O)C(=O)c3c(C)ccc1c32	-0.3	4	-0.6	15
CCN(CC)C(=O)C1CCCN(c2nc(NC3CCN(Cc4ccccc4)CC3)c3ncn(C(C)C)c3n2)C1 (configuration not stated)	0.1	19	-0.1	7
COc1cc([N+](=O)[O-])ccc1NC(=O)CN1C(=O)NC2(CCCCC2C)C1=O (configuration not stated)	-0.2	2	0.2	7
COc1ccc2c(C)nc(N3CCC(C(=O)NCc4cc5ccccc5s4)CC3)nc2c1	0.1	-14	0.2	-3
CCOC(=O)c1c(NC(=O)CSc2nnc(CNC(=O)c3ccc([N+](=O)[O-])cc3)n2-c2ccc(OCC)cc2)sc2c1CCCC2	4.0	10	-0.2	1
CCN(CC)c1ccc(-c2nc3cnccn3c2NCC2CCCO2)c(OC)c1 (configuration not stated)	0.9	-2	0.1	-1
CCOC(=O)C(=O)Nc1ccc(C)cc1	0.4	-5	-0.2	-1
Cc1ccc(C(=O)N2CCN3C(=O)[C@H](CC(C)C)NC(=O)[C@H]3C2)cc1	1.2	-1	-0.3	-7
CCC(CO)NC1=C(Cl)C(=O)c2ccccc2C1=O (configuration not stated)	-0.2	8	-0.2	11
O=C(c1nc2ccccn2c1CN1CCC(C(O)c2ccccc2)CC1)N1CCCC1 (configuration not stated)	-1.3	-2	0.0	13
COc1ccc(S(=O)(=O)N(CCc2ccccc2)CC(=O)Nc2cccc(Br)c2)cc1	-0.4	-7	-0.1	-80
Cc1cc(I)ccc1NC(=O)CCCCCN1C(=O)c2ccccc2C1=O	-1.5	8	0.7	-3
CCCCNC(=O)COC(=O)c1cc(-c2ccco2)nc2ccccc12	-0.7	-2	0.1	17
OC1CCC(Nc2nccc(NCc3cccc(C(F)(F)F)c3)n2)CC1 (configuration not stated)	1.1	48*	-0.1	4
N#C/C(=C\c1cccc(O)c1)C(=O)NC1CCCCC1	1.7	10	0.1	16
CC(C)C12CN3CC(C(C)C)(CN(C1)C3c1ccc(O)cc1)C2=O (configuration not stated)	-0.6	4	-0.1	-6
CCOc1ccccc1-c1nn2c(-c3ccc(F)cc3)nnc2s1	-0.5	4	-0.2	-8
CCOc1cc(/C=C2\SC(N3CCCC3)=NC2=O)ccc1O	-0.1	-3	0.0	7
CC1(C(=O)NCc2ccc(Cl)c(Cl)c2)Oc2ccccc2NC1=O (configuration not stated)	0.1	3	0.0	7
Cc1ccc(-c2nnn3c2nc(NCC2CCCO2)c2ccccc23)cc1 (configuration not stated)	1.2	-13	0.0	-2
CCOC(=O)C1=CN(c2ccc(OCC)cc2)C=C(C(=O)OCC)C1c1cc(Br)ccc1OC	1.0	3	0.0	4
COc1ccc(Cl)cc1C(=O)Nc1cc(F)cc(F)c1	-0.9	-7	-0.2	-4
Nc1ccc2nc(C(O)C(O)C(=O)O)[nH]c2c1 (configuration not stated)	-1.0	-3	0.2	10
COc1ccc(-c2cn3c(C)c(C(=O)Nc4ccc(C(C)=O)cc4)sc3n2)cc1	1.5	-1	-0.1	-4
CC(C)=NNC(=O)c1ccc([N+](=O)[O-])cc1	-0.1	16	0.5	12
CN1/C(=C\C(=S)NC(=O)c2ccco2)C(C)(C)c2ccccc21	0.4	13	-1.0	18
Cc1cc(NC(=O)/C(=C/c2ccc3c(c2)OCO3)NC(=O)c2ccccc2Br)ccc1Br	-1.2	6	0.0	-15

6 entries out of the list, sorted by number of heavy atoms, highest first.
SMILES	GPR151 ag	TEAD-YAP block	FBW7 activator	MITF inh
CCCOc1ccc(NC(=O)CC2C(=O)N(c3ccc(C(=O)OCC)cc3)C(=S)N2CCCN2CCN(CC)CC2)cc1 (configuration not stated)	-0.8	8	-0.1	4
CCN(CC)C(=O)C1CCCN(c2nc(NC3CCN(Cc4ccccc4)CC3)c3ncn(C(C)C)c3n2)C1 (configuration not stated)	0.1	19	-0.1	7
COC(=O)c1ccc(C(=O)OC)c(NC(=O)c2ccc(Cl)c([N+](=O)[O-])c2)c1	-0.3	6	-0.1	-33
OC1CCC(Nc2nccc(NCc3cccc(C(F)(F)F)c3)n2)CC1 (configuration not stated)	1.1	48*	-0.1	4
CC(C)N1CCN(Cc2cccc(-c3ccco3)c2)CC1CCO (configuration not stated)	-1.3	-13	-0.2	-8
O=[N+]([O-])c1ccc(O)c(/C=N/Nc2ccccc2Cl)c1	-4.3	-39	-0.1	4
